# ERp5 inh: ERp5 (human) disulfide isomerase inhibition; Q15084; ERp5 insulin aggregation, absorbance 650 nm, 90 min; inhibition, % at 9.99 µM; actives 0.05% (n = 350,000); AID 651711;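 active = mean replicate inhibition above about 25%, with every replicate also reaching it, limit read from the data, passing the limit was not always enough; inconclusive = only one of those two criteria met; inactive = neither criterion met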
# Target sequence (Q15084 whole entry, looked up): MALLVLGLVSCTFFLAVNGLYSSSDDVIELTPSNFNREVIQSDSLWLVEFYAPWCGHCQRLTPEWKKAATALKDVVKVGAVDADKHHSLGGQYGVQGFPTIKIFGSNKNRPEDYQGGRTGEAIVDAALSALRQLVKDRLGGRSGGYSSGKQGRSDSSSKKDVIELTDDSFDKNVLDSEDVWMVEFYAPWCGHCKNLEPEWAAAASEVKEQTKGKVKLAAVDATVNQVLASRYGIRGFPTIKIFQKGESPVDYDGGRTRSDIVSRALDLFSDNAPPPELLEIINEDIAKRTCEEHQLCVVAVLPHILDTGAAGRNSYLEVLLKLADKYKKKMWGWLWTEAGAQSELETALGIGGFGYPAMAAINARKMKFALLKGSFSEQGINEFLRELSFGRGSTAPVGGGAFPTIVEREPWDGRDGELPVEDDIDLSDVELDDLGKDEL
# DENV2 CPE: DENV2-induced cell death inhibition; AID 651640; CPE inhibition, % at 9.99 µM; actives 1.7% (n = 350,000); DENV2-infected cells, cytopathic effect rescue, plate reader; in the data active = CPE inhibition above about 20%, passing the limit was not always enough; inconclusive = no clear call, values can overlap the other calls; tested in BHK-21 cells;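 note: 0% = median of neutral control wells and 100% = median of positive control wells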
# E-selectin induc: induces E-selectin expression in human endothelial cells; activation, % at 7.58 µM; actives 0.37% (n = 260,000); HUVEC E-selectin immunofluorescence imaging; normalized: neutral wells 0, TNF-alpha wells 100; P16581;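 active = mean E-selectin-positive cell signal at least 10% of the positive control, reached in at least 60% of replicates, without over 20% cell loss; inconclusive = no rule given, readout overlaps actives, possibly toxicity-flagged; inactive = the rest, including those meeting only one limit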;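 note: in these data hits start at about 27%; measured in HUVEC primary endothelial cells; signal is the percent of cells scored E-selectin positive by PE staining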
#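 Read-out basis: % PE-positive cells; Test system: HUVEC primary endothelial cells; Technique: immunofluorescence imaging; Dosing: single-point compound dose.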
# S100A4 inh HTS: S100A4-myosin IIA interaction inhibition | P26447 | S100A4/TAMRA-MyoIIA peptide fluorescence polarization | inhibition, % at 10.7 µM | actives 0.14% (n = 360,000);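 active = mean inhibition of at least 70% across replicates, with every replicate also reaching that level; inconclusive = mean inhibition reaches 70% but some replicates fall short; inactive = mean inhibition below 70%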
# Target sequence (P26447 whole entry, looked up): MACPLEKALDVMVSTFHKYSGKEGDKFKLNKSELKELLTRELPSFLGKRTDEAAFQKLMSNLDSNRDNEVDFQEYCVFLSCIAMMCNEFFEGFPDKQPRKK
#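 System – human S100A4 monomer protein, biochemical binding assay · Buffer or medium – Calcium-containing HEPES buffer, pH 7.2 · Timing – 5 min between mix addition and reading · Also added – TAMRA-labelled myosin IIA heavy-chain peptide probe, 5 nM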
# SIRT5 inh: inhibitors of human sirtuin-5 desuccinylase; inhibition, % at 15 µM; AID 652115; actives 1.1% (n = 330,000); Purified SirT5, succinyl-peptide AMC, trypsin-coupled fluorescence; Q9NXA8; in the data active = inhibition above about 15%; inconclusive = no clear call, values can overlap the other calls
# Target sequence (Q9NXA8 whole entry, looked up): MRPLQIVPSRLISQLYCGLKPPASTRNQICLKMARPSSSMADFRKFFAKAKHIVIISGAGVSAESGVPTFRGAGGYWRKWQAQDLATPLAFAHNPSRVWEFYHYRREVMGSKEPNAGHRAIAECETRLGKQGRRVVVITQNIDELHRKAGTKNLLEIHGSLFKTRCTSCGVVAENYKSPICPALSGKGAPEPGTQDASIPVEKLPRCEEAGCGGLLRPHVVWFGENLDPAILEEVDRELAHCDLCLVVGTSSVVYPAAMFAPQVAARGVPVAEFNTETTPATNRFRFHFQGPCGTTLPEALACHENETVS
# C2C12 statin: suppressors of simvastatin-induced myotoxicity in C2C12 myotubes | ATP luminescence, 48 h; scaled: DMSO 0, geranylgeraniol control 100 | rescue of ATP level, % at 7.49 µM | actives 0.78% (n = 330,000) | AID 602340;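 active = mean ATP rescue above about 67%, or every replicate alone reaching that limit, limit read from the data, passing the limit was not always enough; inconclusive = no clear call, values can overlap the other calls; inactive = mean under the limit and some replicate under it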;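 note: myotubes were challenged with 10 µM simvastatin during compound exposure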
# PglD inh: inhibitors of Campylobacter jejuni PglD acetyltransferase; purified PglD enzyme, DTNB colorimetric CoA detection; inhibition, % at 12.5 µM; actives 0.098% (n = 360,000); in the data active = inhibition above about 16%, passing the limit was not always enough; inconclusive = no clear call, values can overlap the other calls; note: strong numbers were not always called active
# * hit, by the source's call; ? = inconclusive; . = no result given. Not all compounds are listed; count on the stated rates, not on these rows.
no. | SMILES | ERp5 inh | DENV2 CPE | E-selectin induc | S100A4 inh HTS
1 | O=C(Nc1ccc(N2CCN(C(=O)c3ccc(Cl)cc3)CC2)cc1)c1ccc([N+](=O)[O-])o1 | 3 | -2 | -2.4 | 0
2 | CC(=O)NCc1cc(-c2ccc(Cl)cc2)no1 | -6 | 2 | -0.2 | 2
3 | O=C(OCc1cncs1)c1ccccc1 | -2 | -5 | 3.2 | 1
4 | O=C(c1ccc(Cl)c(S(=O)(=O)N2CCOCC2)c1)N1CCc2ccccc2C1 | 0 | -4 | . | -2
5 | CCC(=O)Nc1ccc2c(c1)ncn2CCc1ccccc1 | -4 | 5 | . | -1
6 | CC(=O)N1CC(C)Oc2ccc(S(=O)(=O)NC(CC(=O)O)c3ccccc3C)cc21 (centres undefined) | -4 | -1 | . | 0
7 | COc1ccc2ccccc2c1/C=N\NC(=O)c1ccc(C)s1 | 4 | -3 | . | -15
8 | OC[C@H]1[C@@H](c2ccc(C#Cc3ccccc3F)cc2)[C@H]2CN(CC3CCOCC3)CCCCN21 | 3 | -17 | 0.2 | -13
9 | O=C(C[C@@H]1CC[C@H]2[C@@H](COC[C@@H](O)CN2Cc2cccc(C(F)(F)F)c2)O1)NCc1ccc(F)cc1 | 10 | -24 | -0.1 | -2
10 | CCCC1=Nc2cc(C(=O)N3CCCC3)ccc2Sc2ccc(C)cc21 | -7 | 3 | . | -2
11 | O=C(CSc1nncn1-c1cccnc1)Nc1ccccc1C(F)(F)F | -4 | ? | 0.1 | 0
12 | COc1ccccc1S(=O)(=O)N(C)C[C@@H]1Oc2cc(C#CCC(C)C)ccc2S(=O)(=O)N([C@@H](C)CO)C[C@H]1C | -2 | -2 | . | -2
13 | CN1CCN(C(=O)c2ccc(F)c(F)c2)CC1 | 5 | 1 | 3.6 | 1
14 | CC(C)C(c1nnnn1CCc1ccccc1)N1CCSCC1 (centres undefined) | -4 | 2 | . | 2
15 | C[C@H](CO)N1C[C@H](C)[C@H](CN(C)S(C)(=O)=O)Oc2ccc(NS(=O)(=O)c3ccc(Cl)cc3)cc2CC1=O | -12 | -6 | -14 | 11

no. | SIRT5 inh | C2C12 statin | PglD inh
1 | 3 | . | .
2 | 3 | . | .
3 | -5 | 4 | -5
4 | -1 | -1 | -1
5 | 0 | -2 | 9
6 | 1 | 0 | -1
7 | 2 | -17 | -1
8 | 7 | 13 | -3
9 | 0 | 7 | -2
10 | -4 | 9 | 1
11 | -2 | -1 | 4
12 | 30* | -63 | 0
13 | -4 | -14 | 1
14 | -2 | . | .
15 | -3 | -1 | -2

# The listing continues:
no. | SMILES | ERp5 inh | DENV2 CPE | E-selectin induc | S100A4 inh HTS
16 | Cc1c(-n2c(SCC(=O)NC(C)C(C)C)nc3ccccc3c2=O)c(=O)n(-c2ccccc2)n1C (centres undefined) | -2 | 0 | -0.3 | 0
17 | COc1ccc(CCC(=O)NNC(=O)c2ccc(F)cc2)cc1 | 0 | 4 | . | -9
18 | COc1cc(Cl)ccc1NC(=O)COc1ccccc1C(=O)NN | 4 | . | 11 | -1
19 | Cc1cccc(C(=O)NCC(=O)NCC2COc3ccccc3O2)c1 (centres undefined) | -2 | -3 | 0.1 | 7
20 | CCOC(=O)C1CCCN(C(=O)c2cccc(S(=O)(=O)N3CCCC3)c2)C1 (centres undefined) | -11 | 10 | -1.3 | 0
21 | CCOc1ccc(-c2nc(S(=O)(=O)c3ccccc3)c(N3CCOCC3)o2)cc1 | 1 | -1 | 2.2 | -8
22 | O=S(=O)(Cc1ccccc1)N(O)c1ccccc1 | -6 | 15 | 0.0 | 3
23 | Cc1ccc(-c2csc(CC(N)=O)n2)cc1 | 3 | -5 | 2.1 | -33
24 | O=C(Nc1ccc(C(F)(F)F)cc1)Nc1ccc2c(c1)[C@@H]1C[C@@H](CC(=O)N3CCc4ccccc4C3)O[C@@H](CO)[C@@H]1O2 | 2 | 4 | -0.2 | 3
25 | COc1ccc(NC(=O)Nc2ccc3c(c2)C(=O)N([C@@H](C)CO)C[C@@H](C)[C@@H](CN(C)Cc2ccc(C(=O)Nc4ccccc4N)cc2)O3)cc1 | -8 | 0 | 1.5 | 10
26 | Cc1cccc(NC(=O)CSCC(=O)N(C)Cc2ccc3c(c2)OCCO3)c1 | 11 | -3 | 0.0 | 6
27 | C/C=C/C(=O)Nc1cccc(C2=NOC3(C2)C[C@@H](C(N)=O)N(C(=O)c2cc([N+](=O)[O-])cc([N+](=O)[O-])c2)C3)c1 (some centres undefined) | 0 | -1 | 0.4 | 2
28 | CC(C)c1ccccc1NC(=O)COC(=O)Cc1cccc(C(F)(F)F)c1 | -3 | 7 | 1.4 | -3
29 | C[C@@H]1CN([C@H](C)CO)C(=O)c2cc(NC(=O)Cn3cnnn3)ccc2O[C@H]1CN(C)S(=O)(=O)c1ccccc1 | 8 | 7 | 39* | -1
30 | O=C(c1cccnc1)N1C[C@H]2[C@@H](c3ccccc31)[C@@H](CO)N2C(=O)Nc1ccccc1 | 1 | ? | -0.1 | 7

no. | SIRT5 inh | C2C12 statin | PglD inh
16 | -1 | . | .
17 | -2 | 3 | 2
18 | -2 | -1 | -4
19 | 5 | . | .
20 | -5 | -1 | -5
21 | -7 | . | .
22 | -2 | 24 | 4
23 | -2 | 2 | -3
24 | -2 | 4 | -4
25 | 16* | . | -2
26 | -1 | 7 | 5
27 | . | 7 | 6
28 | 0 | . | .
29 | -5 | -26 | .
30 | -3 | 6 | 0

# Next part.
no. | SMILES | ERp5 inh | DENV2 CPE | E-selectin induc | S100A4 inh HTS
31 | O=C(C1CCCC1)N1CC(=O)N2[C@H](C1)[C@H](c1ccc(C#CC3CCCC3)cc1)[C@@H]2CO | 10 | 14 | -0.4 | 0
32 | CC(=O)Nc1ccc(NC(=O)C2Cc3c(-c4cccc(C(C)=O)c4)ccnc3O2)cc1 (centres undefined) | -7 | 8 | -0.2 | 2
33 | Cc1ccccc1-c1ccc([C@@H]2[C@H]3CN(C(=O)c4cccnc4)CCCCN3[C@H]2CO)cc1 | -1 | 1 | 1.0 | -2
34 | O=S(=O)(c1ccccc1Cl)N1CCC(Cc2ccccc2)CC1 | -2 | -2 | 0.9 | -1
35 | CC(C)NC(=O)Nc1ccc2c(c1)C(=O)N(C)[C@H]1CC[C@@H](CC(=O)NCC3CCCCC3)O[C@@H]1CO2 | 7 | -8 | 0.0 | 6
36 | Cc1cc(C(=O)N2CCC2(C)C(=O)Nc2cc(C(C)(C)C)nn2C)nn1C (centres undefined) | 0 | -9 | -0.2 | -2
37 | O=C1C=CCCN1S(=O)(=O)/C=C/c1ccccc1 | 3 | 0 | . | -21
38 | C[C@@H]1CN([C@@H](C)CO)C(=O)Cc2cc(NS(=O)(=O)c3ccc(Cl)cc3)ccc2O[C@@H]1CN(C)C(=O)NC1CCCCC1 | 6 | -5 | -1.7 | 2
39 | CCCNC(=O)C[C@@H]1C[C@H]2c3cc(NC(=O)Nc4ccc(OC)cc4)ccc3O[C@H]2[C@@H](CO)O1 | 2 | 9 | 0.1 | 4
40 | NC(=O)COC(=O)c1ccccc1SCC(=O)NC1CCCCCC1 | 1 | 3 | 6.1 | 31
41 | COc1cc2c(cc1OC)-c1cc3ccc(OC)c(OC)c3c[n+]1CC2 | -2 | -2 | -2.1 | 6
42 | CN(CC(=O)Nc1ccc(F)cc1)C(=O)c1cccc(NS(=O)(=O)c2ccccc2)c1 | -1 | 3 | 0.6 | -4
43 | CC(C)(Cc1nc2ccccc2[nH]1)c1nc2ccccc2[nH]1 | 6 | -3 | 0.8 | -1
44 | Cc1cccc(C(=O)N(CCc2ccccc2)Cc2ccccc2)c1[N+](=O)[O-] | 0 | 2 | . | -7
45 | COc1ccc(/C=C/CN2CCN(CCc3ccccc3)C(CCO)C2)cc1 (centres undefined) | 1 | -3 | 0.0 | -1

no. | SIRT5 inh | C2C12 statin | PglD inh
31 | -1 | . | .
32 | 1 | 4 | 10
33 | 12 | -16 | -8
34 | -1 | -8 | -1
35 | -1 | 1 | -1
36 | . | 1 | -6
37 | 0 | . | .
38 | 1 | 2 | 1
39 | 5 | 4 | -2
40 | 3 | 8 | -6
41 | 2 | -60 | 0
42 | 1 | 11 | -4
43 | . | 16 | -8
44 | 1 | -19 | 4
45 | -1 | 9 | 6

# New compounds follow:
no. | SMILES | ERp5 inh | DENV2 CPE | E-selectin induc | S100A4 inh HTS
46 | N#CC1=C(N)Oc2c(oc(CO)cc2=O)C1c1ccccc1[N+](=O)[O-] (centres undefined) | 1 | -5 | . | -1
47 | O=S(=O)(NCC1CCCO1)c1ccc(Cl)nc1 (centres undefined) | 2 | 2 | . | 6
48 | COc1ccc(Br)cc1C=NNS(=O)(=O)c1ccc(C)cc1 | 3 | -7 | 0.9 | -3
49 | O=S(=O)(N[C@H]1CC[C@H](CCn2cc(C3CC3)nn2)O[C@H]1CO)c1ccc(Cl)cc1 | 0 | 8 | -0.3 | -10
50 | CC(C)C[C@H]1CN(CCCC[C@H]2CNC(=O)C(=O)N2CCc2ccc(O)cc2)C(=O)C(=O)N1CCC1CCCCC1 | -3 | -3 | 0.0 | 1
51 | CCOC(=O)N1CCN(CC(=O)Nc2ccc(F)cc2F)CC1 | 0 | -3 | . | -6
52 | Cc1ccccc1C(=O)Nn1cnnc1 | 4 | 6 | -0.1 | -2
53 | Cc1ccccc1NC(=O)Cc1nnc(SCC(=O)Nc2ccccc2)n1C | 6 | -2 | 2.5 | -2
54 | COc1ccc(OC2CCN(S(=O)(=O)c3ccc(OC)c(OC)c3)CC2)cc1 | 5 | 15 | . | -5
55 | Cn1c(CNC(=O)CNS(=O)(=O)c2ccccc2)cc(=O)n(C)c1=O | -10 | 7 | . | 8
56 | CC(C)N(C(=O)[C@H]1CC(CC(=O)NCCCn2ccnc2)C(=O)N2CCc3c([nH]c4ccccc34)[C@]12C)C(C)C (some centres undefined) | 1 | 3 | 0.0 | -1

no. | SIRT5 inh | C2C12 statin | PglD inh
46 | 4 | . | 0
47 | -2 | 5 | .
48 | . | -5 | 2
49 | -2 | 3 | -4
50 | 8 | . | .
51 | 3 | 7 | 2
52 | -5 | 1 | -2
53 | -4 | 2 | 3
54 | -3 | -3 | 0
55 | -3 | . | .
56 | 14 | 11 | 3
